Texas Red fluor = compound fluoresces in the Texas Red spectral region | Compound fluorescence, Texas Red channel, 547/618 nm; stronger effect = higher value | max dye-equivalent concentration, M | actives 0.06% (n = 59,000); in the data active = max dye-equivalent concentration above about 10 nM; inconclusive = between about 1.1 nM and that limit
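Pin-transferred compounds and Texas Red standards go into 100 mM Tris buffer, pH 8.0. After 15 min at room temperature, plates are imaged with 547/618 nm filters. Each value is a dye-equivalent concentration derived from the per-plate dye curve.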
HADH2 inh = blocks human hydroxyacyl-CoA dehydrogenase type II | Q99714 | recombinant HADH2, NADH fluorescence, beta-hydroxybutyryl-CoA | Potency, µM (highest dose often 57.1 µM), for the others: at the highest dose activity change, negative = inhibition, most hits filed as inhibitors | actives 3.4% (n = 73,000); also: potency is read from the fitted curve at half-maximal effect; % is scaled to controls: 0 for no effect and ±100 for the full control effect; nearly all actives have a fitted effect of over 60% in size; many of its hits are not listed in these tables
Target sequence (Q99714 whole entry, looked up, one chain of several): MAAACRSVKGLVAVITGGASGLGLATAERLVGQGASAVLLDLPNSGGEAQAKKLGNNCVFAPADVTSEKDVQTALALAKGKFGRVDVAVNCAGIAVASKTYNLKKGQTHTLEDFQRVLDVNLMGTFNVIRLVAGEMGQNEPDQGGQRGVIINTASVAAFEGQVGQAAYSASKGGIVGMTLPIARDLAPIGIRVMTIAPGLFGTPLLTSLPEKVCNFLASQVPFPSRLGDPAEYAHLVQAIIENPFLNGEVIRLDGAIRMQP
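Activity measured as NADH fluorescence gain (360/450 nm), taken as the change between first and last reads of a 4-min kinetic run. Conditions: pH 9.0 Tris buffer, 20 nM E. coli-expressed His-tagged enzyme, 1 mM NAD+, 90 uM beta-hydroxybutyryl-CoA; 15-min compound preincubation.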
Pol III holo inh = inhibitors of bacterial DNA polymerase III holoenzyme. AID 603. Potency, µM (titrated, usually from 57.1 µM), without a hit: at the top dose activity change, negative = inhibition. reconstituted DNA polymerase III holoenzyme replication, biochemical. actives 0.25% (n = 71,000); also: potency is read from the fitted curve at half-maximal effect; % is scaled to controls: 0 for no effect and ±100 for the full control effect
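Reconstituted *E. coli* holoenzyme (0.35 nM Pol III, 1 nM beta, 154 nM SSB, 2 nM primase) was preincubated with compound for 15 min at RT. Synthesis on 1.4 nM ssM13Gori ran 35 min, then was stopped with PicoGreen/EDTA and read as dsDNA fluorescence.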
Rhodamine fluor = compound autofluorescence in rhodamine spectral region | actives 0.05% (n = 59,000) | Rhodamine-region fluorescence, 547/598 nm, Tris buffer; stronger effect = higher value | max dye-equivalent concentration, M | AID 594; in the data active = max dye-equivalent concentration above about 11 nM; inconclusive = between about 1.1 nM and that limit
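Intrinsic compound fluorescence, ex 547 / em 598 nm, CCD imager. Tris 100 mM pH 8.0; 15 min RT. Output = rhodamine dye-equivalent concentration at each compound concentration.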
UbGFP stabilizer = inhibits proteasome, raising ubiquitin-GFP reporter fluorescence; Ubiquitin-GFP reporter cells, proteasome inhibition, GFP fluorescence; response scale: untreated = 0%, 10 µM MG-132 = 100%; Potency, µM (titrated, usually from 45.9 µM), for inactives: at the top dose activation (GFP accumulation), hits mostly activators; 67,000 tested, under 10 active; AID 526; active = well fitted activation curve with a large enough effect, not every such curve was filed as active; inconclusive = small, poorly fitted or top-dose-only effect, or another doubt; inactive = no such curve, though single readings can be large or run the other way; also: potency is read from the fitted curve at half-maximal effect
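U2OS Ub(G76V)-GFP reporter; O/N plating, 0.5% FBS; cpd 46 uM–2.9 nM, 4 h, 37 °C; GFP+ cell count, 488/515 nm; norm. to basal vs 10 uM MG-132; CRC fit.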
Hsp90 Hop PPI = changes Hsp90-Hop TPR2A binding signal, up or down; AlphaScreen TPR2A-His6 binding biotin-Hsp90 C-terminal peptide; Potency, µM (highest dose often 57 µM), for the others: at the highest dose activity change, negative = inhibition; actives 0.44% (n = 71,000); active = well fitted curve in either direction with a large enough effect; inconclusive = small, poorly fitted or top-dose-only effect, or another doubt; also: potency is read from the fitted curve at half-maximal effect; % is scaled to controls: 0 for no effect and ±100 for the full control effect; many of its hits are not listed in these tables
ALOX15 inhib = blocks human 15-lipoxygenase activity; purified 15hLO-1, xylenol orange hydroperoxide absorbance; Potency, µM (titrated, usually from 57.1 µM), for the others: at the highest dose activity change, negative = inhibition, usual class: inhibitors; actives 1.4% (n = 74,000); P16050; also: potency is read from the fitted curve at half-maximal effect; % is scaled to controls: 0 for no effect and ±100 for the full control effect; nearly all actives have a fitted effect of over 55% in size
Target sequence (P16050 whole entry, looked up): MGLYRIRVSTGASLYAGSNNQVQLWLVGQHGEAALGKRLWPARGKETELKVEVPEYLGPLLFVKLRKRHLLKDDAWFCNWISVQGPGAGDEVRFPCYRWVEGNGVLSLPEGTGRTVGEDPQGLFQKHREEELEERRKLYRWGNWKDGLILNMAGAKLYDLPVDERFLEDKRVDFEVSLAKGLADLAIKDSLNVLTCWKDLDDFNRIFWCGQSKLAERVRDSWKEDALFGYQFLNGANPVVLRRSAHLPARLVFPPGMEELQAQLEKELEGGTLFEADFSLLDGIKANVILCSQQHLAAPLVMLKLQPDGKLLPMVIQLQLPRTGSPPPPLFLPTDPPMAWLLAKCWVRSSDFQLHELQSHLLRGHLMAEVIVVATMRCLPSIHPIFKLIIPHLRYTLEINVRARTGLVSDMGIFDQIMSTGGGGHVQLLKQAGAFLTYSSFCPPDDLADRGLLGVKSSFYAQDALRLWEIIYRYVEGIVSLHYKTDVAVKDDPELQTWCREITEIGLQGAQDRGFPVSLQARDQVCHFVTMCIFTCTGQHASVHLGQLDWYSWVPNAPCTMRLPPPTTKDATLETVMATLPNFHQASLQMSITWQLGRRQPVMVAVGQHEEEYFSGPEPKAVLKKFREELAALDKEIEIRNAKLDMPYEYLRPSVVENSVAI
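Quantitative HTS in 25 mM Hepes pH 7.5 containing 0.01% Triton X-100: human 15hLO-1 at 40 nM, arachidonic acid at 50 uM, 6 min turnover. Product quantified via ferrous oxidation/xylenol orange, 573:405 nm absorbance ratio.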
4-MU autofl = compounds fluorescent in 4-MU spectral region. compound autofluorescence, 340/450 nm, 4-MU equivalents; stronger effect = higher value. max dye-equivalent concentration, M. actives 11% (n = 59,000). AID 589; in the data active = max dye-equivalent concentration above about 10 nM; inconclusive = mostly about 1.1 nM to 9.6 nM
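Compounds in 100 mM Tris, pH 8.0, sat 15 min at room temperature before fluorescence was read at 340 nm excitation/450 nm emission; a per-plate six-point 4-MU standard curve converted signals to dye-equivalent concentration at each compound concentration.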
HBB splicing = hemoglobin beta splicing modulation; HBB splicing reporter cell assay, activation; EGFP reporter with mutant IVS2-654 intron; response scale: normalised to 500 nM splice-correcting PNA; Potency, µM (highest dose often 46.1 µM), for the others: at the top dose activation, usual class: activators; actives 0.06% (n = 65,000); AID 925; also: potency is read from the fitted curve at half-maximal effect; 0% is about no effect
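HeLa cells stably expressing EGFP interrupted by mutant beta-globin intron 2 (IVS2-654), 500/well in 2% FCS. Treated with compound for 2 days at 37C. Splicing correction scored as total well GFP intensity (488 nm excitation, 500-520 nm emission); 500 nM antisense PNA served as control.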
GFP derepression = epigenetic modulators derepressing GFP locus in mouse cells. mouse C127i GFP locus derepression, cytometry, 30 h. Potency, µM (series often up to 46.1 µM), without a hit: at the highest dose GFP derepression (activation). actives 0.09% (n = 68,000); also: % of control where 0% means no effect
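Locus derepression in mouse mammary C127i cells whose integrated CMV-GFP reporter is normally silent; GFP expression after 30 h compound treatment was quantified by counting fluorescent cells.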
Fluorescein fluor = compound fluoresces in the fluorescein spectral region; Compound autofluorescence, 480/540 nm, fluorescein-equivalent; stronger effect = higher value; max fluorescein-equivalent concentration, M; actives 0.91% (n = 59,000); AID 593; in the data active = max fluorescein-equivalent concentration above about 10 nM; inconclusive = between about 1.1 nM and that limit
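Compounds were pin-transferred into 100 mM Tris buffer, pH 8.0, and incubated 15 min at room temperature. Fluorescence was read at 480 nm excitation/540 nm emission. Signals were normalized to an on-plate six-point fluorescein standard curve as dye-equivalent concentration.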
Numbers without * were called inactive; i = inactive; ? = inconclusive; · = not tested or not shown; [ ] = dose if it differs, or a comment. Unless noted, calls follow the shape of the dose curve; as a rule, active = well fitted curve in the direction sought with a large enough effect; inconclusive = small, poorly fitted or top-dose-only effect, or another doubt; inactive = no such curve, though single readings can be large; an effect the other way counts as inactive or inconclusive.

compound	Texas Red fluor	HADH2 inh	Pol III holo inh	Rhodamine fluor	UbGFP stabilizer	Hsp90 Hop PPI	ALOX15 inhib	4-MU autofl	HBB splicing	GFP derepression	Fluorescein fluor
O=C(COc1cccc2ccccc12)N1CCN(c2ccccc2)CC1	·	-22.1%[11.4 µM]	-0.4%[11.4 µM]	·	6.6%[9.17 µM]	-0.8%[11 µM]	-10.0%[11.4 µM]	·	-0.3%[0.0738 µM]	-1.0%	·
CC(C)(C)OC(=O)N1CCC(c2c(C(=O)O)cnn2-c2ccccc2Cl)CC1	?	-7.5%	-5.3%	i	-10.0%	-1.5%	8.5%	i	4.9%	0.0%	?
c1ccc2c(c1)nc1sccn12	i	-5.8%	-1.2%	i	·	1.0%	-3.4%	i	3.7%[0.369 µM]	2.1%	i
Cc1ccc(S(=O)(=O)N2CCN(Cc3cc(C(C)C)ccc3O)CC2)cc1	i	9.2%	-5.5%	i	-4.8%	5.8%	-15.5%	i	-2.5%	0.7%	i
COc1ccc(CNC(=O)Cn2cc3c(n2)CCCCC3)cc1	·	9.4%	-1.5%	·	7.2%	0.6%	-3.1%	·	-1.0%	-3.4%	·
O=C(CCN1CCCCC1)c1ccc2c(c1)OCCO2	i	?	-5.5%	i	1.2%	-3.1%	-11.7%	1.04e-08M*	0.4%[57.5 µM]	-2.6%	i
CCOC(=O)C1=C(C)Nc2ncnn2C1c1cc(OC)ccc1OC (stereo unspecified)	·	10.0%[11.4 µM]	-5.0%[11.4 µM]	·	-12.4%[9.17 µM]	-4.3%[11 µM]	7.7%[11.4 µM]	·	-4.6%[0.0738 µM]	0.0%	·
CC1CCCCC12NC(=O)N(CC(=O)c1ccc[nH]1)C2=O (stereo unspecified)	i	2.9%	-5.9%	i	0.3%	-2.0%	-13.3%	i	-0.4%[57.5 µM]	0.0%	i
COc1ccc(N=C2SCC(=O)N2c2ccc(OC)cc2)cc1	i	1.2%	-2.2%	i	3.7%	-2.1%	-11.9%	i	-0.5%	5.5%	i
O=C(O)C[C@H](Cc1ccc2c(c1)OCO2)C(=O)O	i	-12.4%[11.4 µM]	6.1%[11.4 µM]	i	2.6%[9.17 µM]	-4.7%[11 µM]	0.0%[11.4 µM]	i	1.7%[9.22 µM]	0.0%[9.22 µM]	i
O=c1cnc2cnc(Oc3cccc(Cl)c3)nc2n1Cc1ccc(F)cc1	i	-5.3%	2.3%	i	-5.4%	-3.2%	-23.4%	i	-0.6%	5.1%[9.22 µM]	i
CCn1c(COc2ccccc2C)nnc1SCC(=O)CC(=O)Nc1ccccc1	i	1.5%	-1.1%	i	-2.0%	-12.3%	-2.2%	i	·	-1.7%	i
Cc1nn(CC(=O)Nc2ccc(C(=O)N3CCCC3)cc2)c(=O)c2ccccc12	i	8.0%	-0.2%	i	2.2%	0.7%	-2.1%	i	·	-2.6%	i
COC(=O)c1ccc(N=c2sc(C(=O)OC)cc(=O)n2C)cc1	·	0.2%	4.7%	·	0.1%	-3.5%	10.9%	·	-0.6%	-5.7%	·
COc1ccc(S(=O)(=O)Nc2cc(C)ccc2OC)cc1C	?	8.6%	-1.8%	i	1.2%	1.7%	-6.2%	i	2.0%	0.0%	i
CCOC(C)OCC	·	-12.0%	-1.9%	·	·	-3.4%	1.4%	·	-0.8%	·	·
COc1ccc(OC)c([C@H](O)CNC(=O)CN)c1	?	1.7%[25.6 µM]	-3.1%[25.6 µM]	i	-0.9%[20.5 µM]	-3.3%[26 µM]	14.3%[25.6 µM]	i	1.1%[20.6 µM]	-0.6%[20.6 µM]	i
CC(=O)c1ccc([N+](=O)[O-])cc1	·	-3.0%	-1.9%	·	·	-4.5%	1.3%	·	-0.6%	·	·
COc1cc(C2CC(C(F)(F)F)n3ncc(C(=O)O)c3N2)cc(OC)c1OC (stereo unspecified)	i	·	·	i	·	·	·	i	·	2.2%[20.6 µM]	i
CCc1ccc(NS(=O)(=O)c2ccc3[nH]cc(C(=O)N4CCCCC4)c(=O)c3c2)cc1	i	3.2%	-6.5%	i	-6.4%	-2.1%	3.98µM*	?	-4.7%	0.0%	i

Later entries:
compound	Texas Red fluor	HADH2 inh	Pol III holo inh	Rhodamine fluor	UbGFP stabilizer	Hsp90 Hop PPI	ALOX15 inhib	4-MU autofl	HBB splicing	GFP derepression	Fluorescein fluor
CCS(=O)(=O)N1CCC(C(=O)NCCc2ccc(OC)c(OC)c2)CC1	i	-3.0%	-3.7%	i	0.0%	-4.2%	1.1%	i	-5.8%	-3.8%	i
C(=N\c1nc2ccccc2n1CCN1CCCCC1)/c1ccc2c(c1)OCO2	i	1.3%	8.1%	i	-0.9%	-22.4%	?	i	-1.8%	-2.1%	i
c1ccc2c(c1)oc1c(N3CCOCC3)ncnc12	?	1.1%	-12.0%	i	13.2%	-3.3%	-14.2%	i	0.9%	-1.0%	i
CCOC(=O)C1=C(C)NC(=O)NC1c1ccc(OC(=O)c2ccco2)c(OC)c1 (stereo unspecified)	·	-3.6%[11.4 µM]	1.7%[11.4 µM]	·	-8.2%[9.17 µM]	-7.5%[11 µM]	-2.5%[11.4 µM]	·	-2.9%[0.0738 µM]	0.0%	·
O=C(CCN1CCCCC1)Nn1c(=S)[nH]c2ccccc2c1=O	i	-11.5%	-4.4%	i	-5.1%	-2.3%	7.2%	i	5.7%[0.369 µM]	0.0%	i
O=C(NCc1cccnc1)C1CCN(S(=O)(=O)N2CCC3(CC2)OCCO3)CC1	i	-2.7%	0.6%	i	-2.0%	-4.5%	4.1%	i	0.1%	0.0%	i
CCn1nc(CC(=O)Nc2nnc(CC(=O)N3CCCC3)s2)c2ccccc2c1=O	i	24.9%	6.6%	i	-2.2%	?	-5.3%	i	-0.2%[57.5 µM]	-1.2%	?
Cn1cc(C(=O)N2CCN(C(=O)c3ccco3)CC2)c2c3ccccc3n(C)c2c1=O	i	14.4%	-4.1%	i	12.5%	-5.2%	-0.8%	2.93e-07M*	-2.1%	0.0%	?
COc1c(Cl)cc(Cl)cc1/C=N/n1cnnc1	i	-18.8%	4.0%	i	3.0%	-3.6%	-3.4%	?	-2.5%	2.8%	i
COc1ccc(NC(=O)CCNC(C)=O)cc1NS(=O)(=O)c1ccc(F)cc1	i	-0.4%	3.6%	i	-11.2%	2.6%	2.0%	i	-0.9%	1.4%	i
Cc1c(C(=O)NCc2ccc3c(c2)OCO3)oc2ccc(S(=O)(=O)N3CCCCC3)cc12	i	-1.5%	-1.7%	i	-2.6%	-4.4%	-9.5%	i	0.9%[57.5 µM]	0.0%	?
C1=CC2CC1CC2CN1CCN(c2ccccc2)CC1 (stereo unspecified)	i	9.0%	-1.5%	i	21.0%	-7.0%	5.9%	?	0.4%	0.0%	i
COCCn1c(SCC(=O)c2ccc(Cl)cc2)nnc1C(C)C	i	-4.2%	-5.7%	i	-4.8%	0.2%	-5.3%	i	-0.1%[57.5 µM]	1.9%	i
O=C(Nc1ccc2c(c1)OCO2)c1c(F)c(F)c(F)c(F)c1F	?	0.8%	-5.9%	i	-2.1%	6.7%	5.2%	i	-1.3%	-2.9%	i
CC(=O)Nc1ccc(NC(=O)C2CC(=O)N(c3cccc(C)c3C)C2)cc1 (stereo unspecified)	·	-8.6%	-6.0%	·	6.7%	-0.9%	8.2%	·	-0.6%[9.22 µM]	4.3%	·
COc1cc(C2NC(=O)NC(C)=C2C(=O)OC2CCCC(C)C2)ccc1O (stereo unspecified)	·	6.4%	0.1%	·	0.0%	-2.8%	-8.2%	·	-0.2%[9.22 µM]	-2.2%	·
Cc1ccc(CCNC(=O)C2CCCN(S(=O)(=O)c3cccc4nsnc34)C2)cc1 (stereo unspecified)	i	?	-7.3%	i	0.0%	-5.0%	7.2%	?	0.4%	0.0%	i
COCCCNC(CC(=O)Nc1ccc(N(C)C)cc1)C(=O)O (stereo unspecified)	i	1.8%	4.3%	i	-7.4%	-2.0%	-3.0%	i	-0.3%	0.0%	i
C/C=C/Cn1c(SC)nc2c1c(=O)[nH]c(=O)n2C	i	?	-8.0%	i	-0.5%	-7.7%	-8.2%	i	·	1.2%	i
COc1cc2[nH]c(=S)n(CCCN3CCOCC3)c(=O)c2cc1OC	i	-28.6%	-1.8%	i	8.2%	-8.8%	6.1%	i	0.6%	2.7%	i
Cc1cc(N(CN2CCCC2=O)C(=O)c2ccc(F)cc2)no1	i	10.8%	-4.9%	i	17.4%	2.2%	-0.4%	i	0.6%	3.9%	i
CCOc1ccccc1CNc1ccc(N2CCOCC2)c(C(=O)O)c1	i	-0.3%	-2.4%	i	-2.4%	0.2%	9.9%	i	-0.5%	0.7%	?

Compound activity as filed in PubChem.

Some of the compounds tested, so the mix of outcomes need not match the whole.
